Source: PubChem BioAssay (National Center for Advancing Translational Sciences (NCATS))
HCMV antiviral = qHTS Assay for inhibitors of the human cytomegalovirus (HCMV). hit rate 4.5% among 410,000. activity change, negative = inhibition, % at 57.5 µM. HFF cells, HCMV-luciferase reporter, 72 h; hits give low values. AID 1259415, 2018; in the data active = activity change below about -60%; inconclusive = no clear call, values can overlap the other calls; inactive = above about -39%
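Cell-based, HFFs, 1000 cells/well, 16 h 37C; cpds in DMSO + HCMV-luc, MOI 1 PFU/cell; 72 h 37C; OneGlo luminescence after 5 min RT; norm. to buffer vs Salinomycin 10uM.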
HCV inhibitor = qHTS Assay for Inhibitors of Hepatitis C Virus (HCV). Huh7.5.1 HCVcc-Cre infection, luciferase reporter, 44 h. Potency, µM (series often up to 41.8 µM), without a hit: top-dose activity change, negative = inhibition, hits mostly inhibitors. hit rate 3.4% among 340,000; note: potency is the fitted concentration of half-maximal effect
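A cell-based infection assay in which seeded cells (1,000 per well) receive test compound after 4 h, are inoculated with HCVcc-Cre at approximately 0.5 moi, and are incubated 44 h before luminescence detection.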
Sm TGR inh = qHTS Assay for the Inhibitors of Schistosoma Mansoni Peroxiredoxins; Schistosoma mansoni thioredoxin glutathione reductase (TGR), Q962Y6; purified TGR, DTNB reduction, TNB absorbance 405 nm; Potency, µM (top dose mostly 114 µM), inactives show top-dose activity change, negative = inhibition, hits mostly inhibitors; hit rate 3% among 360,000; note: potency is the fitted concentration of half-maximal effect; nearly all actives have a fitted effect of over 60% in size
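TGR 20 nM + NADPH 100 uM (dispensed conc.), cpd preinc 15 min RT; start with NADPH (500 uM addition) then DTNB (15 mM addition). Kinetic TNB absorbance, 405 nm filter. Four-parameter Hill fit across titration.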
AmpC detergent = qHTS Inhibitors of AmpC Beta-Lactamase (assay with detergent); AmpC hydrolysis of nitrocefin, absorbance 480 nm, 0.01% Triton; Potency, µM (highest dose often 114 µM), without a hit: at the top dose activity change, negative = inhibition, hits mostly inhibitors; hit rate 0.041% among 370,000; AID 485294, 2010;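 note: potency is the fitted concentration of half-maximal effect; 0% = no-compound wells and -100% = no-enzyme wells; nearly all actives have a fitted effect of over 25% in size; some results filed as inactive show a strong effect at the top dose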
Target sequence (P00811 whole entry, looked up): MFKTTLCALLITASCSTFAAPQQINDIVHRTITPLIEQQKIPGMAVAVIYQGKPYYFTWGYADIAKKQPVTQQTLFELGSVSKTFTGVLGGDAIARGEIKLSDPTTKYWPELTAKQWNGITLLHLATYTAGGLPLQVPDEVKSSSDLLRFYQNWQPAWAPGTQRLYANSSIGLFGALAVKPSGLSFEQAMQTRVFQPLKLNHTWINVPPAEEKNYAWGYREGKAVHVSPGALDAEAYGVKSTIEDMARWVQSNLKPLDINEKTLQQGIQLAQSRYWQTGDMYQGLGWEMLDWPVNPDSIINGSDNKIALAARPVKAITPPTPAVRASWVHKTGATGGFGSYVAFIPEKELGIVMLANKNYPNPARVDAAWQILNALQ
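20 mM phosphate pH 7.0 + 0.01% (detergent screen) or 0.0001% Triton X-100; 5.3 nM AmpC reagent; cpd preinc 15 min RT; nitrocefin (800 uM stock) to start; A480 q20 s × 4 min; Activity was normalised to no-enzyme and no-compound control wells.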
AmpC inh no detg = qHTS Inhibitors of AmpC Beta-Lactamase (assay without detergent) | P00811 | AID 485341, 2010 | AmpC nitrocefin hydrolysis, absorbance 480 nm, 0.0001% Triton | Potency, µM (highest dose often 57.1 µM), inactives show at the highest dose activity change, negative = inhibition, usual class: inhibitors | hit rate 0.52% among 330,000;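 note: potency is the fitted concentration of half-maximal effect; plate controls were no compound for no effect and no enzyme for full effect; nearly all actives have a fitted effect of over 20% in size; some results filed as inactive show a strong effect at the top dose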
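20 mM phosphate pH 7.0 + 0.01% (detergent screen) or 0.0001% Triton X-100; 5.3 nM AmpC reagent; cpd preinc 15 min RT; nitrocefin (800 uM stock) to start; A480 q20 s × 4 min; Activity was normalised to no-enzyme and no-compound control wells.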
FBPA Giardia inh = qHTS Assay for Inhibitors of Fructose-1,6-bisphosphate Aldolase from Giardia Lamblia | A8B2U2 | purified Giardia FBPA | Potency, µM (top dose mostly 59.6 µM), without a hit: at the top dose activity, negative = inhibition, most hits filed as inhibitors | hit rate 0.71% among 290,000 | AID 2451, 2010; note: potency is the fitted concentration of half-maximal effect; nearly all actives have a fitted effect of over 55% in size
Target sequence (A8B2U2 whole entry, looked up): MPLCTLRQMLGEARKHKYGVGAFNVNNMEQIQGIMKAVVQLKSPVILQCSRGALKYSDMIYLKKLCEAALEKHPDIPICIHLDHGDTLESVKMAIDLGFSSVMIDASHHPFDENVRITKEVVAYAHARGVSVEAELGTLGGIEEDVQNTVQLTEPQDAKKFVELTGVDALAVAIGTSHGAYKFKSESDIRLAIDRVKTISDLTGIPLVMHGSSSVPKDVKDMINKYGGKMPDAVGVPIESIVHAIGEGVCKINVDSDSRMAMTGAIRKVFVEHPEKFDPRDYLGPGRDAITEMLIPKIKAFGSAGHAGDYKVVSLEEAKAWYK
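Giardia FBPA (40 nM reagent) was preincubated 10 min at RT with compound (up to 57.5 uM final), then substrate plus GAPDH/TPI/NAD/arsenate coupling system with diaphorase/resazurin was added; resorufin fluorescence (525/598 nm) was read after 20 min.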
Starred values were filed as active, the others as inactive; ? = inconclusive; · = no result given; & = joins results of further samples; [ ] = dose if it differs, or a comment. Unless noted, calls come from the whole dose curve; as a rule, active = well fitted curve in the direction sought with a large enough effect; inconclusive = small, poorly fitted or top-dose-only effect, or another doubt; inactive = no such curve, though single readings can be large; an effect the other way counts as inactive or inconclusive. Unless noted, % is set by controls: 0 for no effect and ±100 for the full control effect.

compound	HCMV antiviral	HCV inhibitor	Sm TGR inh	AmpC detergent	AmpC inh no detg	FBPA Giardia inh
CCOc1ccccc1N1CC(c2nc3ccccc3n2CCOc2ccccc2OC)CC1=O (stereo unspecified)	-38	·	?	-3%	·	·
Cc1cccc(C)c1NC(=O)c1cc(S(=O)(=O)N2CCOCC2)ccc1F	-5	8%	-4%	-8%	-14%	7%
CN(c1ccccc1)S(=O)(=O)c1ccc(NC(=S)NC(=O)C2CC2)cc1	?	?	-12%	?	-38%	0%
COC(=O)C(C(=O)OC)c1ccc(-n2cccc2)cc1	?	15%	6%	-13%	3%	4%
CC(=O)Nc1ccc(NC(=O)C(C)OC(=O)CC2CCCC2)cc1 (stereo unspecified)	2	-9%	-1%	?	-13%	·
CN(C)CCCN(C(=O)C1COc2ccccc2O1)c1nc2ccc(F)cc2s1 (stereo unspecified)	29	-8%	-1%	2%	13%	1%
O=C(CN1C(=O)COc2ccccc21)NCCN1CCC(Cc2ccccc2)CC1	-28	22µM*	1%	1%	44%	2%
CC(=O)C1=C(O)C(=O)N(Cc2ccccc2)C1c1ccco1 (stereo unspecified)	5	2%	-12%	-13%	-3%	-3%
CC(C)(C)OC(=O)N1CCC(c2c(C(=O)O)cnn2-c2ccc(Cl)cc2)CC1	31	21%	-15%	2%	-25%	?
CCN(Cc1ccccc1)C(=O)CSc1nncn1C	21	24%	-20%	1%	-16%	1%
CC(C)CNS(=O)(=O)c1cc(C(=O)N2CC(C)OC(C)C2)c(Cl)cc1Cl (stereo unspecified)	-20	8%	1%	0%	32%	3%
CC(=O)Nc1ccc(S(=O)(=O)N2CCN(S(=O)(=O)N3CCC(C)CC3)CC2)cc1	15	-13%	4%	2%	108%[activator]	-4%
COc1ccc(-c2nc(CS(=O)CC(=O)NCCc3ccccc3)c(C)o2)cc1OC (stereo unspecified)	7	·	?	-8%	·	·
CCOP(=O)(OCC)C(O)c1ccc(N(C)C)cc1 (stereo unspecified)	43	-1%	-6%	1%	-2%	-1%
O=C(Nc1ccccc1)c1cccc(S(=O)(=O)Nc2cccc(F)c2)c1	-11	·	12%	2%	·	·
O=C(CCCc1ccccc1)NC1CC1	38	-13%	-20%	0%	-22%	-7%
Cn1cc(Cl)c(C(=O)N/N=C/c2ccc3c4c(cccc24)CC3)n1	·	?	-2%	-1%	-28%	1%
CC1CC(=S)Nc2ccccc2N1C(=O)Nc1ccccc1 (stereo unspecified)	-8	20%	0%	-4%	-27%	-2%
COc1ccc(OC)c(NC(=O)NNC(=O)COc2ccc(-c3ccccc3)cc2)c1	?	-14%	-5%	0%	269%	·
CN1CCN(Cc2ccc3ccccc3c2)CC1	9	0%	0%	-13%	-12%	?
CNC(=O)c1sc(-c2ccc(Cl)cc2)nc1C	40	-14%	0%	-3%	·	0%
COc1cccc(CNC(=O)CCCn2ncn3c(cc4occc43)c2=O)c1	25&7	-3%	-12%&4%	0%&19%	2%	·
O=C(NCCCn1ccnc1)c1ccc(N2CCCCCC2)c([N+](=O)[O-])c1	-61*	-11%	-1%	-5%	39%	5%
CC(C)(C)OC(=O)N/N=C/c1cc(N=Nc2ccccc2)ccc1O	14	32µM*	2%	12%	-19%	4%
COc1ccc(S(=O)(=O)N(CC(=O)Nc2cccc(C(F)(F)F)c2)c2ccc(C)cc2)cc1	-36	·	2%	-2%	·	·
C/C(=N/NC(=O)c1ccoc1C)c1cccc(NC(=O)C2CC2)c1	-8	7%	-3%	-9%	-28%	4%
CCn1nc(C)c(NC(=O)c2ccc(Br)o2)c1C	?	18%	2%	-10%	-13%	-2%
Cc1ccc(CN2CCc3c(OCC(=O)Nc4cc(C)ccc4C)cccc3C2=O)cc1	·	-10%	-9%	?	-19%	2%
CCC(C)Cn1c(S(=O)(=O)O)nc2ccccc21 (stereo unspecified)	8	15%	?	?	-11%	-11%
CCn1c2ccccc2c2nnc(SCC(=O)NCCOC)nc21	-14	-8%	6%	-11%	0%	-24%
Cc1nc(N2CCOCC2)nc(N2CCC(C)CC2)c1[N+](=O)[O-]	-18	?	7%	-3%	32%	1%
Cc1ccccc1C(=O)O/N=C(\c1ccccc1)c1ccccn1	-27	8%	-7%	-7%	-2%	-3%
CCOC(=O)N1CCN(C(=O)Cn2ncn3nc(-c4cccs4)cc3c2=O)CC1	3	-22%&10%	-10%	?	-4%	0%
Cc1cc2n(n1)CCCN2C(=O)Nc1ccccc1F	1	·	-7%	-8%	·	·
Cc1ccc(S(=O)(=O)NC2=NCN(CCOC(=O)c3ccc([N+](=O)[O-])cc3)CN2)cc1	23	-4%	1%	?	6%	-4%
CCOc1ccc(-c2c(C(=O)N/N=C/c3ccc(OC)cc3)nnn2-c2nonc2N)cc1	-20	2%	2%	-10%	-17%	0%
CCCCc1nnc(SCc2ccc(OCC)cc2)n1N	-11	-7%	-26%	-15%	-17%	5%
COc1cc(Cl)c(NC(=O)CN2C(=O)c3cccnc3Sc3ccccc32)c(OC)c1	-16	·	-6%	0%	·	·
Cc1ccc(S(=O)(=O)c2nnn3c2nc(N2CCN(c4ccccn4)CC2)c2ccccc23)cc1C	-2	11%	-12%	1%	-10%	6%
COc1cc2c(cc1OC)C(c1ccccc1)N(S(C)(=O)=O)CC2 (stereo unspecified)	-21	20%	-1%	-1%	-11%	13%
CCOc1ccccc1NC(=O)C(NCC1(N2CCCCC2)CCCCC1)c1ccccc1 (stereo unspecified)	-10	?	-2%	-6%	38%	?
CN(CCO)c1ccc(/C=N/Nc2nncc3ccccc23)cc1	?	-13%	-18%	-4%	-12%	-10%
O=C(NCCCn1ccnc1)c1cc(-c2ccccc2)on1	-31	-10%	·	?	-22%	2%
Cc1cc(NC(=O)CSc2ncnc3ccccc23)no1	32	6%	-1%	-19%	2%	0%
COc1ccc(C2=CSC3=NCCN23)cc1Cl	28	-5%	7%	1%	-26%	-18%
CN(CC(=O)NCCc1ccc(F)cc1)Cc1cccs1	41	19%	0%	3%	4%	5%
Cc1ccc(NS(=O)(=O)c2cc(N)ccc2Cl)c(C)c1	-30	-10%	?	1%	-42%	?
CCCCN(CCCC)CC(O)COc1ccc(Br)cc1 (stereo unspecified)	-30	?	33%	4%	-5%	?
CSCCOC(=O)C1=C(C)NC(=O)CC1c1ccccc1Cl (stereo unspecified)	-17	-18%	2%	0%	-1%	-5%
CCOc1ccc(C(=O)NCC(c2ccc3c(c2)OCO3)N2CCN(c3ccc(F)cc3)CC2)cc1 (stereo unspecified)	2	·	4%	2%	·	·
COc1ccc(CNc2nnnn2C)c(OC)c1	11	25%	-33%	4%	-9%	6%
CC(O)C(O)C(O)C(O)/C=N/NC(=O)c1ccccc1 (stereo unspecified)	-33	4%	-15%	-1%	-13%	1%
CC1=CC(C)C2(CO)COC(c3ccccc3O)C1C2C (stereo unspecified)	39	15%	-6%	1%	-5%	-3%
COc1ccccc1Cn1c(=S)[nH]c2cc(C(=O)NCC(OC)OC)ccc2c1=O	-38	?	10%	0%	-9%	-27%
CCOc1ccc(N(CC)C(=O)CCc2nc(-c3ccccc3F)no2)cc1	-22	·	6%	14%	·	·
Cn1cc(C(=O)N/N=C/c2cccs2)c2ccccc21	121	-14%	-8%	-5%	-43%	0%
COc1ccc(CC2S/C(=N/N=C/c3ccc(O)cc3)NC2=O)cc1 (stereo unspecified)	-11	?	-3%	-8%	-25%	2%
Fc1ccc(N=c2ssnc2Cl)c(F)c1	19	0%	-28%	?	-18%	?

Compounds listed so far with fluorine:
compound	HCMV antiviral	HCV inhibitor	Sm TGR inh	AmpC detergent	AmpC inh no detg	FBPA Giardia inh
Cc1cccc(C)c1NC(=O)c1cc(S(=O)(=O)N2CCOCC2)ccc1F	-5	8%	-4%	-8%	-14%	7%
CN(C)CCCN(C(=O)C1COc2ccccc2O1)c1nc2ccc(F)cc2s1 (stereo unspecified)	29	-8%	-1%	2%	13%	1%
O=C(Nc1ccccc1)c1cccc(S(=O)(=O)Nc2cccc(F)c2)c1	-11	·	12%	2%	·	·
COc1ccc(S(=O)(=O)N(CC(=O)Nc2cccc(C(F)(F)F)c2)c2ccc(C)cc2)cc1	-36	·	2%	-2%	·	·
Cc1cc2n(n1)CCCN2C(=O)Nc1ccccc1F	1	·	-7%	-8%	·	·
CN(CC(=O)NCCc1ccc(F)cc1)Cc1cccs1	41	19%	0%	3%	4%	5%
CCOc1ccc(C(=O)NCC(c2ccc3c(c2)OCO3)N2CCN(c3ccc(F)cc3)CC2)cc1 (stereo unspecified)	2	·	4%	2%	·	·
CCOc1ccc(N(CC)C(=O)CCc2nc(-c3ccccc3F)no2)cc1	-22	·	6%	14%	·	·
Fc1ccc(N=c2ssnc2Cl)c(F)c1	19	0%	-28%	?	-18%	?
